From PubChem
EBI2 antag = EBI2 (human) antagonism; hit rate 0.81% among 360,000; P32249; EBI2 beta-arrestin recruitment, luminescence, 7a,25-OHC stimulated; inhibition, % at 5 µM; in the data active = inhibition above about 38%;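 also: enzyme fragment complementation signal reports receptor beta-arrestin coupling in cells; 0% = agonist plus DMSO wells and 100% = wells without agonist; some results beyond the cut were filed as inactive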
Gli-Sufu block = antagonists of Gli-Sufu signaling | Sufu-KO-LIGHT fibroblasts, Gli luciferase reporter luminescence | inhibition, % at 5 µM | hit rate 0.74% among 340,000 | AID 588413;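 active = inhibition above about 55%, limit read from the data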;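 also: 0% = DMSO-treated cells and 100% = wells with medium but no cells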
Jurkat NFkB inh = inhibitors of the PMA/ionomycin-induced NF-kB reporter in Jurkat cells. hit rate 0.53% among 330,000. inhibition, % at 4 µM. PMA/ionomycin-induced NF-kB luciferase reporter, luminescence; in the data active = inhibition above about 50%
CXCR6 inh = blocks human CXCR6 beta-arrestin recruitment | O00574 | CHO-K1 PathHunter CXCR6 beta-arrestin, luminescence | inhibition, % at 20 µM | hit rate 0.36% among 360,000 | AID 602244; in the data active = inhibition above about 34%, passing the limit was not always enough;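 also: antagonist mode with CXCL16 agonist at 10 nM final; 0% = 10 nM CXCL16 with DMSO and 100% = unstimulated wells without agonist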
Target sequence (O00574 whole entry, looked up): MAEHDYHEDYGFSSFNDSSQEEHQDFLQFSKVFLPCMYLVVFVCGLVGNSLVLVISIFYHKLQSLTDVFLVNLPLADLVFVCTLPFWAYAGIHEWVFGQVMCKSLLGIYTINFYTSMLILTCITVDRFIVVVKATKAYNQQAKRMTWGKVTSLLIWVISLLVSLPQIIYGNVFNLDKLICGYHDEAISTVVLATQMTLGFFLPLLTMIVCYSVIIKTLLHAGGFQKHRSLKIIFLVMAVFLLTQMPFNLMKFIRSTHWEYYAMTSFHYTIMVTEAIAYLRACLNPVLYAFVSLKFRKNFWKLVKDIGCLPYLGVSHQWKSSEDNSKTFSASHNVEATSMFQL
UBC13 polyUb = blocks human UBC13 polyubiquitin chain formation; P61088; TR-FRET; inhibition, % at 20 µM; hit rate 0.47% among 330,000; AID 485273; in the data active = inhibition above about 45%, passing the limit was not always enough
Target sequence (P61088 whole entry, looked up): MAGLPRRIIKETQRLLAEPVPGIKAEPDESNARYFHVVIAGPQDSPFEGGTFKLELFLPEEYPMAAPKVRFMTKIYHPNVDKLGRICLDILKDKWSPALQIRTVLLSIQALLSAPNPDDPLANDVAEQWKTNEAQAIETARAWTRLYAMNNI
CCR6 antagonist = blocks CCL20-driven beta-arrestin recruitment at human CCR6; P51684; CHO-K1 CCR6 PathHunter beta-arrestin, luminescence, CCL20-stimulated; inhibition, % at 20 µM; hit rate 0.49% among 340,000; AID 493098;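 active = compounds whose inhibition of the agonist-driven luminescence signal at 20 µM reaches about 50%, limit read from the data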;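 also: cells stimulated with CCL20 at 14 nM final; plate controls were DMSO with CCL20 for no effect and DMSO without agonist for full effect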
697 NFkB inh = lowers PMA/ionomycin-induced NF-kB signal in 697 B cells; inhibition, % at 4 µM; hit rate 0.33% among 330,000; 697 B-cell NF-kB luciferase reporter, 16 h; in the data active = inhibition above about 35%
APJ antagonist = blocks the human apelin receptor APJ | AID 2521 | CHO-K1 APJ beta-arrestin complementation, luminescence | hit rate 0.32% among 330,000 | P35414 | inhibition, % at 20 µM;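 active = inhibition above about 40% at 20 µM, limit read from the data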;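 also: cells challenged with 10 nM apelin-13 agonist together with compound; plate controls were apelin-13 plus DMSO wells for no effect and DMSO wells lacking apelin-13 for full effect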
Target sequence (P35414 whole entry, looked up): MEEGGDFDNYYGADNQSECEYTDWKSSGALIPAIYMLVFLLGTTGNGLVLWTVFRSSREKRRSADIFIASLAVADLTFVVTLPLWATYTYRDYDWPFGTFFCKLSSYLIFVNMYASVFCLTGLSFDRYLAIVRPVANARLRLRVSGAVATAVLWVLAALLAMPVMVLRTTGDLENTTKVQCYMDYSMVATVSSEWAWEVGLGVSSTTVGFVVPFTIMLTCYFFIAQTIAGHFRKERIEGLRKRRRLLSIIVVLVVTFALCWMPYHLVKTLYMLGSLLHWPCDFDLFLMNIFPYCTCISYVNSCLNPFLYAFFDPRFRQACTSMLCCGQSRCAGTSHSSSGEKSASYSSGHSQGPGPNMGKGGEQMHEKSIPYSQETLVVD
The depositor's hits bear a star; nt = not tested or not shown.

SMILES | EBI2 antag | Gli-Sufu block | Jurkat NFkB inh | CXCR6 inh | UBC13 polyUb | CCR6 antagonist | 697 NFkB inh | APJ antagonist
COc1ccccc1C(=O)NCCC(=O)NCc1cccs1 | -6 | 3 | -4 | 6 | -5 | 5 | -8 | 3
CCCCC1CCCC12NC(=O)NC2=O (stereo unspecified) | 3 | -5 | -15 | -3 | -2 | 2 | -2 | 15
O=S(=O)(c1ccc2c(c1)OCCO2)C1CCC(S(=O)(=O)c2c(F)cccc2F)CC1 (stereo unspecified) | 4 | -3 | 7 | 2 | -5 | 1 | 8 | 6
C/C=N\NC(=O)COc1cc(C)ccc1C | 6 | 0 | 11 | -11 | -2 | 6 | 9 | 7
NNC(=O)c1[nH]c2ccc(Br)cc2c1-c1ccccc1 | -7 | -1 | 20 | -20 | 1 | -14 | 29 | -34
CC1CCCCC1NC(=O)CN(C)S(=O)(=O)c1ccc2c(c1)c(=O)n(C)c(=O)n2C (stereo unspecified) | -1 | 5 | -10 | -1 | -12 | 5 | -5 | -29
CCOCCn1ccc2c(OCC(=O)Nc3ccc(OC)cc3OC)cccc2c1=O | 4 | 17 | -2 | -6 | 4 | 13 | -18 | -69
O=C1Nc2cc(Cl)c(Cl)cc2N(O)N1c1ccc(Cl)c(Cl)c1 | -5 | 3 | -5 | -2 | -3 | -3 | 2 | -13
O=C(Nc1ccc(N2CCCCC2)cc1)c1ccccc1 | -4 | -23 | -112 | -1 | 4 | 7 | -182 | 21
CCOc1ccc(OCCC(=O)NNC(=O)c2ccncc2)cc1 | 1 | -9 | -16 | 2 | -8 | 5 | 12 | 22
O=C(c1cnn2c(C(F)F)cc(-c3ccccc3)nc12)N1CCCCC1c1cccnc1 (stereo unspecified) | 4 | 16 | 9 | 0 | 9 | 14 | 9 | -17
Oc1ccccc1N1CCN(c2ncccn2)CC1 | -5 | 3 | -2 | -8 | -7 | -4 | 7 | 13
CCn1c2ccccc2c2cc(NC(=O)CSc3nnc(-c4cccc(C)c4)o3)ccc21 | -7 | 4 | 44 | -8 | -6 | 16 | 23 | -10
O=C(c1ccc2c3n(nc2c1)-c1ccc(Cl)cc1CO3)N1CCOCC1 | -17 | -90 | 1 | -10 | -10 | 1 | -17 | -15
Cc1cc(=O)[nH]c(N2CCc3ccccc3C2)n1 | 8 | -5 | 2 | 3 | 13 | -9 | 11 | 7
CC1CCN(C(=O)c2cc(-c3ccccc3O)on2)CC1 | 5 | -122 | -150 | 0 | -4 | 12 | -174 | -1
CN(C)S(=O)(=O)Oc1ccsc1C(=O)Nc1ccc(Cl)c(Cl)c1 | 16 | -12 | -8 | 0 | 1 | 6 | 6 | -5
COc1cc(OC)cc(Oc2ccc(S(=O)(=O)N3CCCCC3)cc2[N+](=O)[O-])c1 | 5 | 10 | 2 | 2 | 2 | 15 | 7 | 0
COc1ccc(C2c3c(-c4ccccc4O)n[nH]c3C(=O)N2Cc2ccco2)cc1OC (stereo unspecified) | 11 | 2 | 7 | 14 | 12 | 20 | 10 | 3
C=CCn1c(C)nnc1SCC(=O)NC1CCCCC1 | -5 | -3 | 17 | 3 | 0 | -7 | 1 | 10
Cn1c(SCC(=O)c2ccc(F)cc2)nnc1-c1ccccn1 | -1 | -11 | -15 | 1 | 2 | 11 | -14 | 6
O=C(NCCN1C(=O)S/C(=C\c2ccc(Cl)c(Cl)c2)C1=O)C1COc2ccccc2O1 (stereo unspecified) | 0 | 6 | -14 | -20 | -18 | 3 | 1 | -4
NC(N)=NC(N)=Nc1ccc2ccccc2c1 | -18 | 5 | 11 | -8 | 1 | -1 | -6 | 7
O=[N+]([O-])c1cccc(NC(=S)N2CCCC2)c1 | 1 | 14 | 20 | -1 | 9 | 9 | 0 | -1
CC1=NN(C(=O)c2c(Br)c(C)nn2C)C(O)(C(F)(F)F)C1 (stereo unspecified) | 1 | -5 | 13 | 4 | -3 | 1 | -19 | -1
CC(Sc1nn(-c2ccc(Cl)cc2)c(=S)s1)C(=O)NCC1CCCO1 (stereo unspecified) | -3 | 4 | 4 | 8 | -12 | 16 | -17 | 11
CCC(=O)N1CCN(c2ccc(Cl)cc2NC(=O)c2ccc(Br)o2)CC1 | 10 | 13 | 12 | 6 | 4 | 24 | -1 | -11
c1ccc(CCNc2ccnc3cc4ccccc4cc23)cc1 | 8 | 83* | nt | -9 | nt | -10 | nt | nt
O=[N+]([O-])c1cccc(P(=O)(O)c2cccc([N+](=O)[O-])c2)c1 | -6 | 4 | 11 | 0 | 9 | 1 | 5 | 21
CCCCN(CC)C(=O)c1cc2c(=O)n3cccc(C)c3nc2s1 | 5 | 0 | 5 | 4 | 15 | 7 | 4 | 3
Cc1[nH]nc2nc(SCC(=O)NCC3CCCO3)n(-c3ccc(Br)cc3)c(=N)c12 (stereo unspecified) | 4 | 6 | 7 | 13 | -2 | 14 | 11 | -3
CCNC(=O)c1ccccc1-c1nc(-c2ccccc2)no1 | -2 | -8 | -1 | 8 | 6 | 11 | 6 | -2
CCCN1C(=O)/C(=C/c2cc(C)n(C)c2C)SC1=Nc1ccc(OCC)cc1 | 7 | 9 | -2 | 1 | -19 | 13 | -34 | 6
Cc1cc(/C=C2/SC(=S)N(c3cccc(Cl)c3)C2=O)c(C)n1-c1cccnc1 | 29 | 15 | -6 | 10 | -21 | 14 | 3 | 23
CC1=C/C(=C(\c2cc(C)c(O)c(Br)c2)c2ccccc2S(=O)(=O)O)C=C(Br)C1=O | 4 | nt | 3 | 31 | -20 | 59* | -3 | 19
O=C(O)CCc1[nH]c2ccccc2c1Sc1ccccc1 | -2 | 10 | -1 | -3 | -5 | 0 | 11 | -6
Cn1c(=O)c2c(nc(NCc3ccco3)n2Cc2ccc(Cl)cc2Cl)n(C)c1=O | -2 | 67* | 6 | -4 | 0 | -2 | -19 | 8
CC(=O)N1CCC(C(=O)N2CCN(S(=O)(=O)c3ccc(F)cc3)CC2)CC1 | 0 | -17 | 2 | 1 | 0 | 4 | -13 | 27
Nc1ccc(Nc2ccncc2[N+](=O)[O-])cc1 | -1 | -4 | 1 | 3 | -17 | 17 | 2 | -1
O=c1[nH]c2ccc(NS(=O)(=O)c3ccc(Cl)cc3)cc2[nH]1 | -10 | -3 | 11 | -2 | 0 | 1 | 22 | -7

Profiles, quoted from the list. Order of screens: EBI2 antag | Gli-Sufu block | Jurkat NFkB inh | CXCR6 inh | UBC13 polyUb | CCR6 antagonist | 697 NFkB inh | APJ antagonist
Listed for O=C(O)CCc1[nH]c2ccccc2c1Sc1ccccc1 = -2 | 10 | -1 | -3 | -5 | 0 | 11 | -6
Listed for CCCCN(CC)C(=O)c1cc2c(=O)n3cccc(C)c3nc2s1 = 5 | 0 | 5 | 4 | 15 | 7 | 4 | 3
Listed for Cn1c(SCC(=O)c2ccc(F)cc2)nnc1-c1ccccn1 = -1 | -11 | -15 | 1 | 2 | 11 | -14 | 6
Listed for O=c1[nH]c2ccc(NS(=O)(=O)c3ccc(Cl)cc3)cc2[nH]1 = -10 | -3 | 11 | -2 | 0 | 1 | 22 | -7

(listing goes on)
SMILES | EBI2 antag | Gli-Sufu block | Jurkat NFkB inh | CXCR6 inh | UBC13 polyUb | CCR6 antagonist | 697 NFkB inh | APJ antagonist
COc1ccc(S(=O)(=O)N2CCCC2CNC(=O)C(=O)NCc2ccco2)cc1 (stereo unspecified) | -12 | -6 | 13 | 1 | 1 | 4 | 15 | 4
CC(=O)c1cccc(NC(=O)c2ccc3c(=O)n4c(nc3c2)CCCCC4)c1 | 3 | -2 | -6 | -2 | -8 | 1 | -5 | -9
Cc1ccc(-c2cc3ccccc3nc2N2CCOCC2)cc1 | 7 | -4 | 7 | 7 | 15 | 34 | -11 | 15
CC(=O)Nc1nc2ccccc2n1CCOc1ccccc1 | -8 | 3 | -11 | 18 | -6 | 27 | -38 | -2
O=C(Cc1ccccc1)Nc1ccc(NC(=O)c2ccc(Br)cc2)cc1 | -11 | -1 | 7 | 2 | -7 | 17 | 15 | 16
CC(NC(=O)c1cccc(Cl)c1)C1CC2CCC1C2 (stereo unspecified) | -3 | -9 | 5 | 6 | -2 | 11 | -2 | 11
CSc1nsc(SC)c1C(=O)O | -9 | 8 | 7 | -6 | 0 | -11 | 4 | -8
Cn1c2ccccc2c2cnn(CC(=O)Nc3ccc(F)cc3F)c(=O)c21 | -6 | 2 | -10 | 5 | 3 | 2 | -1 | -17
COc1ccc(S(=O)(=O)N2CCCCCC2)cc1C(=O)N(C)Cc1ccccc1F | 6 | 12 | 1 | 4 | 3 | 9 | 9 | 29
CC(=O)c1sc(-c2ccccc2)cc1NS(=O)(=O)c1ccc(C)cc1 | -10 | 0 | 8 | 4 | 24 | 18 | 8 | 19
O=C1NC(=O)/C(=C\c2ccsc2)N1 | -10 | -1 | -7 | -2 | -9 | -1 | -15 | 4
O=C(Nc1nc2ccc([N+](=O)[O-])cc2s1)c1ccc(S(=O)(=O)N2CCCc3ccccc32)cc1 | -6 | 78* | 15 | 9 | -28 | 21 | 19 | 25
COC(=O)Cn1cc(C#N)c2ccccc21 | -2 | 0 | 3 | 0 | 5 | -15 | 13 | -1
N=C(N)SCc1cn2ccccc2n1 | 0 | -8 | -8 | 2 | -2 | 10 | -5 | 9
C=CCNc1nc(-c2sc(NC(C)=O)nc2C)cs1 | -8 | -63 | -18 | -4 | 0 | 5 | -19 | -4
COc1cccc(-c2nnc(SCC(=O)Nc3cc(C)on3)n2C)c1 | 2 | 0 | -2 | -4 | 6 | 0 | 12 | 15
O=C(O)c1oc2ccccc2c1-n1cccc1 | 1 | 0 | -10 | -7 | -14 | -13 | 5 | -17
C=CCOc1ccc(/C=C/C(=O)OCC(=O)N2CCN(C(C)=O)CC2)cc1 | 5 | -1 | 8 | -3 | 0 | 10 | 4 | 3
CCOc1ccc(NC(=O)CN2CCN(CC(=O)Nc3cc(OC)cc(OC)c3)CC2)cc1 | 3 | 5 | -4 | 3 | -5 | -6 | -15 | -5
COc1ccc(NC(=O)c2cn(-c3ccccc3)nc2-c2cc3ccccc3o2)cc1 | 19 | 4 | -21 | -1 | 6 | 8 | -19 | -7
COc1ccc(Br)cc1CNC(=O)C1CCCN(S(=O)(=O)N2CC(C)CC(C)C2)C1 (stereo unspecified) | 6 | 1 | 4 | 4 | 5 | 15 | -5 | 10
COc1ccccc1OCC(=O)OC/C(O)=C(\C#N)c1nc2ccccc2[nH]1 | -6 | -7 | 7 | 11 | -5 | 30 | -12 | 25
Cc1cccc(C2=NN(c3ccccc3)[C@@H](C(=O)N3CCOC3=O)[C@@H]2c2ccc(F)cc2)c1 | 2 | 2 | nt | 7 | nt | 15 | -10 | nt
COc1ccc(S(=O)(=O)N(C)C[C@H]2Oc3c(NC(=O)c4ccncc4)cccc3C(=O)N([C@H](C)CO)C[C@@H]2C)cc1 | 0 | -1 | 1 | -7 | 12 | 2 | 25 | 1
O=C(NCCCn1ccnc1)c1cc(-c2ccc(Cl)cc2)nc2ccccc12 | 13 | -14 | 17 | 9 | 11 | 8 | 24 | 6
O=C(CCCSc1ccccc1)Nc1ccc(Cl)c(S(=O)(=O)N2CCOCC2)c1 | 9 | 8 | 24 | -10 | 1 | 1 | -17 | 9
CCOC(=O)/C(=N/Nc1ccc(OC)cc1)N1CCCc2ccccc21 | 3 | 5 | 3 | 2 | -3 | 17 | 11 | 21
Cc1ccc2nc(NC(=O)C3CCN(c4ncnc5sc(C)c(C)c45)CC3)sc2c1 | 21 | -9 | 0 | -3 | -1 | 2 | -22 | 3
CC(C)NCC(O)COc1c(F)cc(Br)cc1F (stereo unspecified) | -2 | -20 | -4 | -7 | 5 | 23 | 1 | 13
Fc1ccc(CSc2nnc(-c3ccco3)o2)cc1 | -22 | -23 | -31 | 4 | 6 | 11 | -29 | 22
O=C(Cc1ccccc1)NN1C(=O)C2C3C=CC(C3)C2C1=O (stereo unspecified) | -5 | -5 | -13 | -3 | -4 | -8 | 13 | -8
CN1C[C@@H]2[C@@H]3C(=O)N(C)C(=O)[C@@H]3[C@](C)(C1=O)N2C(=O)c1ccc(C(F)(F)F)cc1 | -12 | -10 | nt | 5 | nt | 1 | nt | nt
CCCn1c(=O)c2ccccc2n2c(SCc3cc(=O)oc4ccc5ccccc5c34)nnc12 | -8 | 4 | 7 | -1 | 1 | 1 | 7 | 1
